LDHA inh: qHTS assay for inhibitors of human lactate dehydrogenase; L-lactate dehydrogenase A chain (Homo sapiens), P00338; purified LDHA, NADH/diaphorase-resazurin fluorescence; stronger effect = lower value; activity change, % (values are at about 110 or 230 µM); actives 0.15% (n = 480,000); in the data active means activity change below about -30%; inconclusive means mostly about -25% to -30%;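 further: plate controls were DMSO wells for no effect and wells without enzyme for full effect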
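Remaining NADH was detected by diaphorase (0.133 mg/mL) converting 37 µM resazurin to fluorescent resorufin, read at 0 and 20 minutes. The preceding 5-minute room-temperature reaction used 2 nM LDHA, 0.2 mM sodium pyruvate and 0.06 mM NADH at pH 7.4.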
Anesthetic bind: qHTS Assay for Identification of Novel General Anesthetics. Ferritin light chain (Equus caballus), P02791. apoferritin/1-aminoanthracene competitive binding, fluorescence. Potency, µM (titrated, usually from 77.5 µM), inactives show top-dose activity change, negative = displacement, usual class: inhibitors. actives 0.074% (n = 350,000). AID 485281, 2010; further: potency means the concentration at half of the fitted maximal effect; on the % scale 0 is the no-effect control and ±100 the full control effect; nearly all actives have a fitted effect of over 20% in size
Target sequence (P02791 2-175 limits assumed): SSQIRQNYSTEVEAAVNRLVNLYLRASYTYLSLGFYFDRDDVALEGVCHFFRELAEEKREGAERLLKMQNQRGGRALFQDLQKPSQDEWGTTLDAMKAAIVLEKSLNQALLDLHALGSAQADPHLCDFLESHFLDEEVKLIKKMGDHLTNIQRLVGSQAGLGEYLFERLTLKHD
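Concentration-response curves derived by four-parameter Hill fitting of normalized fluorescence, where compounds displaced 1-AMA from 10 uM horse apoferritin following a brief 10 min room-temperature incubation; propofol titration acted as positive control.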
APEX1 inh: qHTS Assay for Inhibitors of the Human Apurinic/apyrimidinic Endonuclease 1 (APE1); DNA repair nuclease/redox regulator APEX1 (Homo sapiens), P27695; recombinant APE1, TAMRA/BHQ-2 abasic DNA cleavage fluorescence; Potency, µM (doses to about 65.8 µM), without a hit: at the highest dose activity change, negative = inhibition, actives largely listed as inhibitors; actives 0.35% (n = 350,000); AID 2517, 2012;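 further: potency means the concentration at half of the fitted maximal effect; plate controls were vehicle for no effect and reference inhibitor for full effect; nearly all actives have a fitted effect of over 55% in size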
Target sequence (P27695 whole entry, looked up): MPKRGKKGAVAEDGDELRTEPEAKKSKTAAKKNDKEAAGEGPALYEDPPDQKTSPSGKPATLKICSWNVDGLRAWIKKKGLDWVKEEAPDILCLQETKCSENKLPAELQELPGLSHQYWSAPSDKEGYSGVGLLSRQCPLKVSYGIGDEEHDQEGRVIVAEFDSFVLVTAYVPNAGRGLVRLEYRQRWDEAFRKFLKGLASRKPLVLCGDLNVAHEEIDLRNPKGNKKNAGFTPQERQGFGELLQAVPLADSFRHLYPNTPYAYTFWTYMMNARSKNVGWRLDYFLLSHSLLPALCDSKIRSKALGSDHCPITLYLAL
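APE1 at 0.75 nM final was preincubated with compound 15 min at room temperature, then 50 nM double-stranded THF abasic-site substrate (5'-TAMRA/3'-BHQ-2) was added. Fluorescence (ex 525/em 598 nm) was read kinetically; third-minus-first read gave activity.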
POLH inh: qHTS for Inhibitors of Polymerase Eta | DNA polymerase eta (Homo sapiens), Q9Y253 | recombinant Pol eta, fluorescent DNA replication assay | Potency, µM (titrated, usually from 114 µM), without a hit: at the highest dose activity change, negative = inhibition, hits mostly inhibitors | actives 1.2% (n = 390,000); further: potency means the concentration at half of the fitted maximal effect; on the % scale 0 is the no-effect control and ±100 the full control effect
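Pol eta at 10 nM preincubated with compounds 15 min at room temperature; reaction started with fluorescent substrate (50 nM final) and read kinetically at 0 and 10 min.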
Pol kappa inh: qHTS for Inhibitors of Polymerase Kappa; actives 0.53% (n = 400,000); Potency, µM (top dose mostly 107 µM), without a hit: at the highest dose activity, negative = inhibition, usual class: inhibitors; purified Pol kappa, fluorescent DNA synthesis assay, 10 min; DNA polymerase kappa (Homo sapiens), Q9UBT6; AID 588579, 2011; further: potency means the concentration at half of the fitted maximal effect; on the % scale 0 is the no-effect control and ±100 the full control effect
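Pol kappa 10 nM + cpd, 15 min RT; start w/ substrate 50 nM final; fluorescence kinetic read, 0 and 10 min. Neg ctrl: buffer, no enzyme.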
BLM helicase inh: qHTS Assay for Inhibitors of Bloom's syndrome helicase (BLM); RecQ-like DNA helicase BLM (Homo sapiens), P54132; recombinant BLM DNA unwinding, fluorescence dequenching; Potency, µM (titrated, usually from 56.1 µM), without a hit: top-dose activity change, negative = inhibition, most hits filed as inhibitors; actives 0.2% (n = 350,000); AID 2528, 2010;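 further: potency means the concentration at half of the fitted maximal effect; plate controls were vehicle for no effect and no enzyme for full effect; nearly all actives have a fitted effect of over 35% in size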
Pol iota inh: qHTS for Inhibitors of Polymerase Iota. DNA polymerase iota (Homo sapiens), Q9UNA4. Pol iota fluorescent replication assay, 10 min. Potency, µM (doses to about 115 µM), for the others: at the top dose activity, negative = inhibition, hits mostly inhibitors. actives 1% (n = 390,000); further: potency means the concentration at half of the fitted maximal effect
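Pol iota at 10 nM preincubated 15 min with compounds at room temperature; reaction started with fluorescent substrate, 50 nM final. Fluorescence read kinetically at 0 and 10 min; buffer-only wells as negative control.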
POLB inh: qHTS Assay for Inhibitors of DNA Polymerase Beta; AID 485314, 2010; actives 1.3% (n = 340,000); P06746; Potency, µM (titrated, usually from 114 µM), without a hit: at the top dose activity change, negative = inhibition, usual class: inhibitors; Pol beta primer extension/strand displacement, fluorescence kinetic; further: potency means the concentration at half of the fitted maximal effect; on the % scale 0 is the no-effect control and ±100 the full control effect
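Human Pol beta at 10 nM; strand-displacement substrate 50 nM final. Compound exposure 15 min at room temperature before start, reaction 10 min at room temperature.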
GRP78 ERSR act: qHTS for Inducers of the Endoplasmic Reticulum Stress Response (ERSR) in Human Glioma: qHTS; U87-MG GRP78 promoter luciferase reporter, 16 h; Potency, µM, for the others: at the top dose activation, usual class: activators; actives 0.02% (n = 420,000); AID 602332, 2012; further: potency means the concentration at half of the fitted maximal effect; series mostly up to about 76 µM; % of control where 0% means no effect; nearly all actives have a fitted effect of over 35% in size
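Stably transfected U87-MG glioma cells carrying a GRP78-based luciferase sensor; 16 h compound incubation. Luminescence end-point read 10 min after Bright-Glo addition at room temperature.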
* marks the source's active call; other numbers are inactive results; & = joins results of further samples; [ ] = dose if it differs, or a comment. Unless noted, the call rests on the fitted dose curve; in most records, active means well fitted curve in the direction sought with a large enough effect; inconclusive means small, poorly fitted or top-dose-only effect, or another doubt; inactive means no such curve, though single readings can be large; an effect the other way counts as inactive or inconclusive.

Results for Cn1c(=O)[nH]c(=O)c2c1nc(NC1CCCCC1)n2CCO ?
LDHA inh: 1&4; Anesthetic bind: -3%; APEX1 inh: 0%; POLH inh: 3%; Pol kappa inh: -7%; BLM helicase inh: 0%; Pol iota inh: -16%; POLB inh: inconclusive; GRP78 ERSR act: -4%

What do the screens show for `CCNC(=O)NCCc1c[nH]c2ccc(Cl)cc12`?
LDHA inh: -5; Anesthetic bind: -8%; APEX1 inh: -3%; POLH inh: -8%; Pol kappa inh: -8%; BLM helicase inh: -2%; Pol iota inh: 13%; POLB inh: 23%; GRP78 ERSR act: 0%

What do the screens show for `N#Cc1c(N)nc2c3c(sc(=N)c2c1N)NC(=O)CC3c1ccccc1` (stereo unspecified)?
LDHA inh: 8; Anesthetic bind: -13%; APEX1 inh: -8%; POLH inh: inconclusive; Pol kappa inh: -14%; BLM helicase inh: -12%; Pol iota inh: 30%; POLB inh: -2%; GRP78 ERSR act: 11%

How did COc1ccccc1NC(=O)COC(=O)C1CC(=O)N(c2ccc3c(c2)OCCO3)C1 (stereo unspecified) do in these assays?
LDHA inh: 1; APEX1 inh: 19%; POLH inh: -6%; Pol kappa inh: 11%; Pol iota inh: inconclusive; GRP78 ERSR act: -10%

What do the screens show for `CCCCNC(=O)CSc1nc2nc(C)c(Cc3c(F)cccc3Cl)c(C)n2n1`?
LDHA inh: -5; Anesthetic bind: inconclusive; POLH inh: -6%; Pol kappa inh: -13%; BLM helicase inh: 4%; Pol iota inh: 15%; POLB inh: 8%; GRP78 ERSR act: -1%

Results for CCc1ccc(C(=O)NCc2cccs2)s1 ?
LDHA inh: 5; Anesthetic bind: -9%; APEX1 inh: -2%; POLH inh: -4%; Pol kappa inh: -9%; BLM helicase inh: -2%; Pol iota inh: 15%[58.9 µM]; POLB inh: 0%; GRP78 ERSR act: 2%

What do the screens show for `COc1cc(/C=N/NC(=O)CCn2nc(C)cc2C)ccc1O`?
LDHA inh: -5; Anesthetic bind: 2%; APEX1 inh: -1%; POLH inh: -8%; Pol kappa inh: -17%; BLM helicase inh: -2%; Pol iota inh: -1%; POLB inh: 2%; GRP78 ERSR act: -2%

What do the screens show for `COc1cc(NC(=O)c2ccc(N3CC4CC(C3)c3cccc(=O)n3C4)c(NC(=O)c3ccncc3)c2)cc(OC)c1OC` (stereo unspecified)?
LDHA inh: -3; Anesthetic bind: -3%; APEX1 inh: 5%; POLH inh: -21%; Pol kappa inh: -3%; BLM helicase inh: -1%; Pol iota inh: 56%[activator]; POLB inh: 36%; GRP78 ERSR act: -5%

What do the screens show for `Cc1ccc(Nc2nc3ccc(C)cc3nc2-n2nc(C)cc2C)c(C)c1`?
LDHA inh: -6; Anesthetic bind: 2%; POLH inh: -12%; Pol kappa inh: 16%; BLM helicase inh: -2%; Pol iota inh: 31%[activator]; POLB inh: -2%; GRP78 ERSR act: 0%

What do the screens show for `CCc1nnc(NC(=O)CSc2nnc(-c3ccoc3C)n2-c2ccc(C)cc2)s1`?
LDHA inh: -6; Anesthetic bind: inconclusive; APEX1 inh: 14%; POLH inh: 1%; Pol kappa inh: -1%; BLM helicase inh: -6%; Pol iota inh: -5%; POLB inh: 2%; GRP78 ERSR act: -1%

How did COc1ccc(Cc2nnc(Nc3ccccc3OC)[nH]c2=O)cc1 do in these assays?
LDHA inh: 3; Anesthetic bind: -5%; APEX1 inh: -9%; POLH inh: -21%; Pol kappa inh: 1%; BLM helicase inh: -3%; Pol iota inh: 35%[activator]; POLB inh: -1%; GRP78 ERSR act: -2%

How did O=C(CSc1n[nH]c(=O)n1C1CC1)NCc1ccccc1Cl do in these assays?
LDHA inh: -2; Anesthetic bind: -3%; APEX1 inh: 0%; POLH inh: -8%; Pol kappa inh: 3%; BLM helicase inh: -1%; Pol iota inh: 43%[activator]; POLB inh: 5%; GRP78 ERSR act: 0%

Results for O=C(O)c1ccc(NS(=O)(=O)c2ccc3c(c2)OCCCO3)cc1 ?
LDHA inh: -5; Anesthetic bind: -3%; APEX1 inh: 1%; POLH inh: -14%; Pol kappa inh: -7%; BLM helicase inh: 0%; Pol iota inh: 61%[activator]; POLB inh: 11%; GRP78 ERSR act: -2%

How did CCC1CN(C(=O)N2CCC(C(=O)NCc3ccc(F)cc3)CC2)c2ccccc2O1 (stereo unspecified) do in these assays?
LDHA inh: 0; Anesthetic bind: -8%; APEX1 inh: 41%; POLH inh: 9%; Pol kappa inh: 5%; BLM helicase inh: 0%; Pol iota inh: 10%; POLB inh: inconclusive; GRP78 ERSR act: -5%

How did Cc1ccc(-n2c(N)c(C(=O)NCc3cccnc3)sc2=S)cc1 do in these assays?
LDHA inh: 2; Anesthetic bind: -6%; APEX1 inh: -3%; POLH inh: 9%; Pol kappa inh: 3%; BLM helicase inh: 1%; Pol iota inh: 16%; POLB inh: -9%; GRP78 ERSR act: -3%

What do the screens show for `N#C/C(=C\c1ccccc1)C(=O)Nc1cc(S(=O)(=O)N2CCOCC2)ccc1N1CCCC1`?
LDHA inh: 3; Anesthetic bind: -4%; APEX1 inh: -1%; POLH inh: -16%; Pol kappa inh: -1%; BLM helicase inh: 2%; Pol iota inh: inconclusive; POLB inh: 15%[57.1 µM]; GRP78 ERSR act: 0%

Results for CCn1c(/C=C/c2ccc([N+](=O)[O-])o2)nc2ccccc2c1=O ?
LDHA inh: -3; Anesthetic bind: -10%; APEX1 inh: -2%; POLH inh: -9%; Pol kappa inh: -5%; BLM helicase inh: -3%; Pol iota inh: inconclusive; POLB inh: 0%; GRP78 ERSR act: -16%

What do the screens show for `CCOC(=O)C1CCC(CNCc2ccccc2C)CC1` (stereo unspecified)?
LDHA inh: -10; Anesthetic bind: -7%; APEX1 inh: 12%; POLH inh: -14%; Pol kappa inh: 2%; BLM helicase inh: -1%; Pol iota inh: 159%[activator]; POLB inh: 26%; GRP78 ERSR act: 0%

How did COc1ccc(C2(c3ccc(OC)cc3)NC(=O)N(Cn3nnc4ccccc4c3=O)C2=O)cc1 do in these assays?
LDHA inh: -2; Anesthetic bind: -6%; APEX1 inh: -7%; POLH inh: -9%; Pol kappa inh: 9%; BLM helicase inh: -7%; Pol iota inh: 50%[activator]; POLB inh: -3%; GRP78 ERSR act: -2%

How did CC(C)(C)OC(=O)N1CCC[C@H]1C(=O)N/N=C/c1cccc2nccnc12 do in these assays?
LDHA inh: -8; Anesthetic bind: -13%; APEX1 inh: 1%; POLH inh: 31%[activator]; Pol kappa inh: -7%; BLM helicase inh: 0%; Pol iota inh: 1%; POLB inh: 29%; GRP78 ERSR act: -1%

What do the screens show for `CCC1(C)CC(c2csc(N)n2)CCO1` (stereo unspecified)?
LDHA inh: -9; Anesthetic bind: inconclusive; APEX1 inh: 1%; POLH inh: 3%; Pol kappa inh: -9%; BLM helicase inh: -2%; Pol iota inh: 15%; POLB inh: 18%; GRP78 ERSR act: -1%

What do the screens show for `Fc1ccccc1Cc1noc(CN2CCCC(CN3CCOCC3)C2)n1` (stereo unspecified)?
LDHA inh: -7; Anesthetic bind: -9%; APEX1 inh: 1%; POLH inh: -14%; Pol kappa inh: -7%; BLM helicase inh: -2%; Pol iota inh: 53%[activator]; POLB inh: -3%; GRP78 ERSR act: -2%

What do the screens show for `C=CCNC(=O)c1cnc(-c2ccccc2)nc1-c1ccccc1`?
LDHA inh: 0; Anesthetic bind: -6%; APEX1 inh: 6%; POLH inh: -14%; Pol kappa inh: -1%; BLM helicase inh: -1%; Pol iota inh: 153%[activator]; POLB inh: -5%; GRP78 ERSR act: -4%

What do the screens show for `C#CCNC(=O)c1cccn1-c1ncc(C(F)(F)F)cc1Cl`?
LDHA inh: 1; Anesthetic bind: -6%; APEX1 inh: -9%; POLH inh: -9%; Pol kappa inh: -3%; BLM helicase inh: -2%; Pol iota inh: -13%; POLB inh: 0%; GRP78 ERSR act: -2%

Results for CC(=O)Nc1ccc(/C(C)=N/NC(=O)C2CC2c2ccccc2)cc1 (stereo unspecified) ?
LDHA inh: -8; Anesthetic bind: -16%; APEX1 inh: 2%; POLH inh: 0%; Pol kappa inh: -8%; BLM helicase inh: -26%; Pol iota inh: 3%; POLB inh: -15%; GRP78 ERSR act: -4%

How did COc1ccc(-c2cc(C(=O)N3CC4(C)CC3CC(C)(C)C4)no2)cc1OC (stereo unspecified) do in these assays?
LDHA inh: 5; Anesthetic bind: -15%; APEX1 inh: -3%; POLH inh: -28%; Pol kappa inh: 1%; BLM helicase inh: -5%; Pol iota inh: 14%; POLB inh: 9%; GRP78 ERSR act: -4%

Results for CCCc1n[nH]c(=S)n1Cc1ccco1 ?
LDHA inh: -4; Anesthetic bind: 16%; APEX1 inh: -2%; POLH inh: 10%; Pol kappa inh: 0%; BLM helicase inh: -1%; Pol iota inh: inconclusive; POLB inh: 1%; GRP78 ERSR act: -4%

What do the screens show for `O=C(COC(=O)c1ccc(OC(F)F)cc1)Nc1cccc(S(=O)(=O)NC2=NCCC2)c1`?
LDHA inh: -3; APEX1 inh: 6%; POLH inh: -3%; Pol kappa inh: 14%; Pol iota inh: 11%; GRP78 ERSR act: 0%

Results for O=C(Nc1ccc(Cl)c(S(=O)(=O)N2CCOCC2)c1)C1CCC1 ?
LDHA inh: -5; APEX1 inh: 13%; POLH inh: -9%; Pol kappa inh: -6%; Pol iota inh: -4%; GRP78 ERSR act: -5%

A portion of the library; count on the stated rates, not on these rows.
